# Bioassay records: PubChem, several laboratories
# DAX1 inh-1 – inhibits human nuclear receptor DAX1 | inhibition, % at 6.75 µM | 340,000 compounds, 0.99% hits | HEK293 Gal4-DAX1 luciferase reporter, luminescence | AID 504766;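 active = inhibition above the mean over all tested compounds plus 3 SD, cut at about 4.2% in these data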;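 note: 0% = DAX1-transfected cells with DMSO and 100% = empty-vector control cells with DMSO; inhibition shows as a rise in luminescence from relieved DAX1 repression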
# Target sequence (P51843 207-470 limits assumed): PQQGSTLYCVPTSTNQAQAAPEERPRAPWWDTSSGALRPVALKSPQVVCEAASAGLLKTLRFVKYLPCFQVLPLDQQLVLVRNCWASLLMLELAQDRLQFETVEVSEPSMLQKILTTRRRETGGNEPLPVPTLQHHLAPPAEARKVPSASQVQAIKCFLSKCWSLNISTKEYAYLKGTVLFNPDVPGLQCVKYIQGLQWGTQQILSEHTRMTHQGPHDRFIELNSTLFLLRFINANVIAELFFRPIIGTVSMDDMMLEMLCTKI
# GAA850 FXN act – frataxin GAA850 promoter activation. 360,000 compounds, 0.56% hits. AID 540364. HEK293 lucGAA850 FXN promoter luciferase reporter, 24 h; percent of 10 µM SAHA response. activation, % at 6 µM;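 active = activation above the average of all compounds screened plus 3 SD, cutoff fixed separately per campaign, cut at about 7.5% in these data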;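 note: 0% = DMSO wells and 100% = 10 µM SAHA wells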
# SMARCA2 activ – activators of SMARCA2 function; MG213 cells, MMTV-luciferase reporter, dexamethasone, overnight; activation, % at 9.1 µM; 370,000 compounds, 1% hits; AID 652017; in the data active = activation above about 7.8%;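 note: 0% = vehicle wells and 100% = reference activator wells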
# hgDAF12 agonist – hgDAF-12 agonism, primary luciferase screen. 370,000 compounds, 1.8% hits. activation, % at 6.8 µM. HEK293 GAL4-hgDAF12 UAS-luciferase reporter, agonist luminescence; normalized to butyrate control;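 active = activation above a cutoff set at the mean of all screened compounds plus 3 SD, cut at about 10% in these data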;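 note: 0% = DMSO wells and 100% = sodium butyrate wells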
# ssDAF-12 act – activates DAF-12 receptor from parasite S. stercoralis | HEK293 ssDAF-12/GRIP1 lit1-tk-luc reporter, luminescence; % of 3 µM dafachronic acid response | activation, % at 6.8 µM | 370,000 compounds, 1% hits | AID 652126;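 active = activation above the mean over all tested compounds plus 3 SD, cut at about 0.9% in these data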;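 note: 0% = DMSO-only wells and 100% = 3 µM delta7-dafachronic acid wells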
# NPR1 activator – GC-A (human) enzyme activation. P16066. HEK293 GC-A cells, cGMP TR-FRET, EC30 ANP; 0% at EC30 ANP, 100% saturating ANP. activation, % at 10 µM. 370,000 compounds, 0.14% hits. AID 1671463; in the data active = activation above about 40%
# DAX1 inh-2 – inhibitors of DAX1 repression of SF-1 activated StAR promoter. HEK293T StAR-luciferase reporter, SF-1/DAX-1 repression relief. inhibition, % at 6.8 µM. 370,000 compounds, 1.1% hits. AID 652010;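 active = inhibition above the mean over all tested compounds plus 3 SD, cut at about 3.6% in these data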;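 note: 0% = DAX-1 cells with DMSO and 100% = cells lacking DAX-1 with DMSO; higher inhibition means more luminescence from relief of DAX-1 repression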
# PG9 binder – PG9 antibody binding by small molecule. inhibition, % at 6.7 µM. 360,000 compounds, 0.43% hits. AID 624416. TR-FRET gp120-PG9 antibody binding; in the data active = inhibition above about 8.5%
# ADAM17 inh – inhibits human ADAM17; P78536; recombinant ADAM17, EDANS/DABCYL FRET peptide cleavage; inhibition, % at 6.95 µM; 370,000 compounds, 0.83% hits;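 active = inhibition above the mean of compounds lying between control limits plus 3 SD, set per campaign, cut at about 8.5% in these data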;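 note: 0% = DMSO-only wells as the low control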
# Target sequence (P78536 215-824 limits assumed): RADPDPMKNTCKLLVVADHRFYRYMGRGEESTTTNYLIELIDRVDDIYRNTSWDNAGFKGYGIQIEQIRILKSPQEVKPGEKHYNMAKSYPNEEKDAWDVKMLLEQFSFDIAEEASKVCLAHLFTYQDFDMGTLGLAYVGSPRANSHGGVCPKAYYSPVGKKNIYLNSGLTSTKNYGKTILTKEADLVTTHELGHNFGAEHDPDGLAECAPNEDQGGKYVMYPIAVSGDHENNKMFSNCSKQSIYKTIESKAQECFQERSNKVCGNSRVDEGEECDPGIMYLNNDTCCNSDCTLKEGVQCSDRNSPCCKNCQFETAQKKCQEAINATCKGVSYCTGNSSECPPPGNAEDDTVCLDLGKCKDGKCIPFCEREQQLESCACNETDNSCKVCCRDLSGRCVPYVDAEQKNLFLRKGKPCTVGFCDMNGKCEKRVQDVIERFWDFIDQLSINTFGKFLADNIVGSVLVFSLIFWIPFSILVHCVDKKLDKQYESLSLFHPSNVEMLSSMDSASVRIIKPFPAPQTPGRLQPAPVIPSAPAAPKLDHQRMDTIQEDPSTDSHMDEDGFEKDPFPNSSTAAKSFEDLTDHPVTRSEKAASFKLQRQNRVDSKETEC
# hcDAF-12 act – activators of H. contortus DAF-12 nuclear receptor | HEK293 hcDAF-12 lit1-tk-luc reporter, luminescence; 0% DMSO, 100% Δ7-dafachronic acid | activation, % at 6.8 µM | 370,000 compounds, 1.4% hits;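 active = activation above the mean of all tested compounds plus 3 SD, cut at about 5.5% in these data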;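 note: 100% = response to 3 µM Δ7-dafachronic acid high control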
# ADAM10 inh – inhibitors of human ADAM10; O14672; recombinant ADAM10, EDANS/DABCYL FRET peptide cleavage, 3 h; inhibition, % at 7 µM; 370,000 compounds, 0.62% hits;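 active = inhibition above a per-campaign cutoff equal to the mean of compounds falling between control-based bounds plus 3 SD, cut at about 20% in these data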;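 note: 0% = DMSO wells while the 100% control is not disclosed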
# * = called active by the depositor; · = no result given.
item | Molecule | ssDAF-12 act | DAX1 inh-2 | NPR1 activator | GAA850 FXN act | PG9 binder | hgDAF12 agonist | hcDAF-12 act | ADAM17 inh | SMARCA2 activ | DAX1 inh-1 | ADAM10 inh
1 | Cn1ccnc1C1CCCCN1Cc1nc(Cc2cccc(C(F)(F)F)c2)no1 (stereo not given) | -1.8 | -0.1 | -2.4 | 2.2 | 1.9 | -6.2 | -0.5 | -2.5 | -3.6 | -0.7 | -0.5
2 | O=C1C(Sc2ccccc2)=C[C@@]2(O)CC[C@@H](O)[C@]1(Sc1ccccc1)[C@H]2O | -0.9 | -0.9 | 1.5 | · | -0.2 | -1.3 | -1.4 | 0.1 | 12.3* | · | -6.9
3 | C/C(=N\OCc1ccc(C#N)cc1)c1ccccc1 | -1.0 | 0.0 | 4.6 | 0.4 | 0.5 | 11.0* | 0.6 | -0.4 | 2.7 | 3.6 | -1.6
4 | CC(Sc1nnc2c(n1)C1(C)CCC2C1(C)C)C(=O)Nc1ccccc1 (stereo not given) | -1.1 | -1.5 | -3.8 | 1.6 | -0.1 | 1.5 | -0.9 | 0.7 | 3.8 | 0.3 | 1.8
5 | C[C@H]1[C@@H](OC(=O)NCCc2c[nH]c3ccccc23)CC[C@@]23CCCN2C(=O)CCC[C@@H]13 | -2.1 | · | -0.4 | · | · | -3.8 | -1.1 | 0.8 | · | · | -0.6
6 | O=C(O)c1ccc(CS(=O)(=O)c2ccc(Br)cc2)cc1 | -1.0 | -0.1 | 1.6 | 0.2 | -2.0 | 0.4 | -1.0 | -4.2 | -1.5 | -0.1 | -5.7
7 | Cn1c(C(=O)N2CCCC(C(=O)NCCN3CCOCC3)C2)cc2sccc21 (stereo not given) | -1.1 | 0.2 | -1.5 | 0.1 | -0.1 | -0.5 | 1.1 | -3.4 | -0.6 | 0.2 | 0.6
8 | COc1cc(-c2nc(C(F)(F)F)c(OC)o2)cc(OC)c1OC | -1.1 | -0.6 | 5.3 | 1.2 | -1.5 | 0.0 | -0.8 | -5.0 | -1.9 | 0.4 | -2.5

# Later entries
item | Molecule | ssDAF-12 act | DAX1 inh-2 | NPR1 activator | GAA850 FXN act | PG9 binder | hgDAF12 agonist | hcDAF-12 act | ADAM17 inh | SMARCA2 activ | DAX1 inh-1 | ADAM10 inh
9 | COc1ccc(-n2nc(C(=O)NCC(=O)N3CC(C)CC(C)C3)c3ccccc3c2=O)c(OC)c1 (stereo not given) | -1.2 | 0.2 | -5.4 | -0.6 | 1.8 | -1.9 | 0.2 | -1.7 | -0.6 | 0.7 | -0.5
10 | Cc1ccc(-c2nc3ncccc3o2)cc1NC(=O)c1ccc2c(c1)OCO2 | -1.1 | -0.9 | -3.2 | 1.6 | -0.1 | 2.6 | 0.1 | -0.2 | 3.1 | 0.4 | -4.1
11 | Cc1cc([N+](=O)[O-])nn1CCCC(=O)Nc1sc2c(c1C(N)=O)CCC(C)C2 (stereo not given) | -1.4 | -0.3 | -0.3 | 0.3 | -2.4 | -1.5 | 0.7 | -3.5 | 1.4 | -0.2 | -7.3
12 | O=C(CCCOc1ccccc1)NNC(=O)c1ccc(Cl)cc1 | -1.2 | -3.3 | -4.5 | -1.3 | -2.5 | -0.3 | 0.1 | 3.0 | -0.8 | 1.1 | -2.4
13 | CCN(CC(=O)NCc1cccs1)C(=O)CCCOc1ccc(C(C)(C)C)cc1 | -1.5 | -1.6 | 7.7 | -0.8 | -1.5 | -1.8 | -1.2 | 6.2 | -3.2 | 0.3 | 8.5
14 | CCOC(=O)C(Cc1ccccc1)NC(=O)CNC(=O)CNC(=O)OCc1ccccc1 (stereo not given) | -0.5 | 0.1 | -0.1 | 1.5 | -1.5 | 2.6 | -1.2 | -4.7 | -0.5 | 0.8 | -0.5
15 | CCCCN(C)S(=O)(=O)c1cc2c(cc1Br)CCN2C(=O)C1CC1 | -1.9 | -2.2 | 2.3 | -3.5 | 0.9 | -0.7 | -3.3 | 0.2 | -1.7 | -2.4 | -14.8
16 | Cc1ccc(NS(=O)(=O)c2cc3[nH]c(=O)c(=O)[nH]c3cc2C)c(C)c1 | -1.1 | -0.1 | 4.8 | -0.6 | -0.6 | -1.2 | 2.8 | -8.3 | -0.7 | 0.9 | -42.9

# Part of the list above in order of heavy-atom count, highest first:
item | Molecule | ssDAF-12 act | DAX1 inh-2 | NPR1 activator | GAA850 FXN act | PG9 binder | hgDAF12 agonist | hcDAF-12 act | ADAM17 inh | SMARCA2 activ | DAX1 inh-1 | ADAM10 inh
9 | COc1ccc(-n2nc(C(=O)NCC(=O)N3CC(C)CC(C)C3)c3ccccc3c2=O)c(OC)c1 (stereo not given) | -1.2 | 0.2 | -5.4 | -0.6 | 1.8 | -1.9 | 0.2 | -1.7 | -0.6 | 0.7 | -0.5
14 | CCOC(=O)C(Cc1ccccc1)NC(=O)CNC(=O)CNC(=O)OCc1ccccc1 (stereo not given) | -0.5 | 0.1 | -0.1 | 1.5 | -1.5 | 2.6 | -1.2 | -4.7 | -0.5 | 0.8 | -0.5
13 | CCN(CC(=O)NCc1cccs1)C(=O)CCCOc1ccc(C(C)(C)C)cc1 | -1.5 | -1.6 | 7.7 | -0.8 | -1.5 | -1.8 | -1.2 | 6.2 | -3.2 | 0.3 | 8.5
10 | Cc1ccc(-c2nc3ncccc3o2)cc1NC(=O)c1ccc2c(c1)OCO2 | -1.1 | -0.9 | -3.2 | 1.6 | -0.1 | 2.6 | 0.1 | -0.2 | 3.1 | 0.4 | -4.1
16 | Cc1ccc(NS(=O)(=O)c2cc3[nH]c(=O)c(=O)[nH]c3cc2C)c(C)c1 | -1.1 | -0.1 | 4.8 | -0.6 | -0.6 | -1.2 | 2.8 | -8.3 | -0.7 | 0.9 | -42.9
15 | CCCCN(C)S(=O)(=O)c1cc2c(cc1Br)CCN2C(=O)C1CC1 | -1.9 | -2.2 | 2.3 | -3.5 | 0.9 | -0.7 | -3.3 | 0.2 | -1.7 | -2.4 | -14.8
12 | O=C(CCCOc1ccccc1)NNC(=O)c1ccc(Cl)cc1 | -1.2 | -3.3 | -4.5 | -1.3 | -2.5 | -0.3 | 0.1 | 3.0 | -0.8 | 1.1 | -2.4
6 | O=C(O)c1ccc(CS(=O)(=O)c2ccc(Br)cc2)cc1 | -1.0 | -0.1 | 1.6 | 0.2 | -2.0 | 0.4 | -1.0 | -4.2 | -1.5 | -0.1 | -5.7

# Entries of single compounds, looked up by structure. Order of screens: ssDAF-12 act	DAX1 inh-2	NPR1 activator	GAA850 FXN act	PG9 binder	hgDAF12 agonist	hcDAF-12 act	ADAM17 inh	SMARCA2 activ	DAX1 inh-1	ADAM10 inh
# CCN(CC(=O)NCc1cccs1)C(=O)CCCOc1ccc(C(C)(C)C)cc1 reads -1.5	-1.6	7.7	-0.8	-1.5	-1.8	-1.2	6.2	-3.2	0.3	8.5
# C/C(=N\OCc1ccc(C#N)cc1)c1ccccc1 reads -1.0	0.0	4.6	0.4	0.5	11.0*	0.6	-0.4	2.7	3.6	-1.6

# The listing continues:
item | Molecule | ssDAF-12 act | DAX1 inh-2 | NPR1 activator | GAA850 FXN act | PG9 binder | hgDAF12 agonist | hcDAF-12 act | ADAM17 inh | SMARCA2 activ | DAX1 inh-1 | ADAM10 inh
17 | Cc1ccc(-c2cc(C(=O)N/N=C/c3ccco3)[nH]n2)cc1 | -1.2 | 0.7 | 2.2 | 1.8 | -0.4 | 4.5 | 0.8 | -1.3 | 2.2 | -0.9 | 5.2
18 | O=C(O)Cc1ccc(NC(=O)COc2ccc3ccccc3c2)cc1 | -0.7 | 0.7 | -1.1 | -0.8 | -1.4 | 0.6 | 0.5 | -3.4 | 0.7 | 0.9 | -1.4
19 | CCN1CCN(C(=O)Cn2ncc3c2-c2ccccc2OC3)CC1 | -0.9 | -0.8 | -4.0 | 0.0 | -1.2 | -1.4 | -0.7 | -3.6 | -3.8 | 0.2 | -17.0
20 | CCN1C(=O)C(=O)N(Cc2ccc(OC)c(F)c2)C1=O | -0.5 | -0.2 | 1.7 | 3.3 | 1.0 | 2.8 | -0.5 | 1.3 | -0.7 | -0.4 | 1.6
21 | Cc1cc(C)n2nc(SCC(=O)N(CCC#N)c3ccccc3F)nc2n1 | -1.4 | -0.6 | 2.6 | -0.4 | -1.3 | 4.3 | -1.9 | -0.5 | 4.0 | 3.0 | 1.1
22 | COc1c(F)c(F)c(C(=O)Nc2ccc(N3CCN(C(C)=O)CC3)c(Cl)c2)c(F)c1F | -2.2 | -2.5 | 0.1 | -2.2 | -1.0 | -1.9 | -2.8 | -4.4 | -1.9 | -2.1 | -4.2
23 | CCC1(C)Cc2c(C#N)c(SC)nc(N3CCOCC3)c2CO1 (stereo not given) | -1.9 | -0.2 | 9.3 | 3.4 | 2.9 | -0.8 | -2.3 | 2.2 | -1.9 | · | -1.3
24 | Cc1cc(C(C)(C)C)oc1C(=O)NCCCNC(=O)c1oc(C(C)(C)C)cc1C | -1.1 | 0.8 | 1.1 | 1.9 | -2.5 | -1.8 | -1.4 | -5.2 | 1.4 | 0.1 | 4.7

# The order is random (roughly 6.8% active in at least one column).
